Screening results as filed in PubChem BioAssay.
V1R ag counter = counter-screen for oxytocin receptor agonists: human V1a receptor agonists; P37288; CHO-V1R cells, Fluo-8 calcium fluorescence, agonist mode; 0% DMSO, 100% 3 nM vasopressin; activation, % at 3 µM; 320,000 compounds, 0.25% hits; AID 2797;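 active = activation above the mean activation of all tested compounds plus 3 SD, per screening run, cut at about 20% in these data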;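 note: signal is peak over basal fluorescence ratio across a 100 second FLIPR read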
Target sequence (P37288 whole entry, looked up): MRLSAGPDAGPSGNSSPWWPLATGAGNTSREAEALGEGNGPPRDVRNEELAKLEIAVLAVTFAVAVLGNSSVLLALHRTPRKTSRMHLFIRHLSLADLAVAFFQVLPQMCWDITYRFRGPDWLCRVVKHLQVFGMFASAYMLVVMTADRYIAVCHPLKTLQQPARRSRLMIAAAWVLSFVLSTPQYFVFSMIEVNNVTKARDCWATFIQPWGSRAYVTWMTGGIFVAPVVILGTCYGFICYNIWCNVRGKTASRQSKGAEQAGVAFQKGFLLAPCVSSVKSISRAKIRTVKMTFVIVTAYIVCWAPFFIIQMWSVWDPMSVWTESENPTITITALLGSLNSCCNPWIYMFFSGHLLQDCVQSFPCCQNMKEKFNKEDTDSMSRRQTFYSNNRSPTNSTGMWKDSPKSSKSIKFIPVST
M1 ag = agonists of human M1 muscarinic receptor; P11229; CHO-K1 hM1, Fluo-8 calcium fluorescence, agonist mode; 0% DMSO, 100% acetylcholine EC100; activation, % at 3 µM; 360,000 compounds, 0.33% hits;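 active = activation above the run's mean compound activation plus 3 SD, cut at about 16% in these data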;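 note: peak over basal fluorescence ratio within a 140 s kinetic read after compound addition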
Target sequence (P11229 whole entry, looked up): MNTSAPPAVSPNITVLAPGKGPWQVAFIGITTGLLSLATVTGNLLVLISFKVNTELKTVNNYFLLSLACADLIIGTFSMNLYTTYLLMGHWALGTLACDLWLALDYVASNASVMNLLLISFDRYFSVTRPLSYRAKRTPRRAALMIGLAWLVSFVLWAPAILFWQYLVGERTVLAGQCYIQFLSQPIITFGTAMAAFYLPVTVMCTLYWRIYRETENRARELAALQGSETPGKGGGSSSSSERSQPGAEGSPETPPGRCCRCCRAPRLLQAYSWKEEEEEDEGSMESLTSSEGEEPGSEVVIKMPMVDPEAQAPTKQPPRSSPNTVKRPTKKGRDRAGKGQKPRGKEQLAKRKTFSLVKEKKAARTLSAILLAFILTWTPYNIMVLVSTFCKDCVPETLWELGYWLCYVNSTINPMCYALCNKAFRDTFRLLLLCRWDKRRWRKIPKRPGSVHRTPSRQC
CHRM1 PAM = potentiates human M1 receptor response to acetylcholine | P11229 | CHO-K1 hM1, Fluo-8 calcium fluorescence, ACh EC20; 0% = ACh EC20, 100% = maximal ACh | activation, % at 3 µM | 360,000 compounds, 0.088% hits | AID 588819; in the data active = activation above about 19%, passing the limit was not always enough
OXTR ag = agonists of human oxytocin receptor; 320,000 compounds, 0.32% hits; P30559; activation, % at 3 µM; CHO-OTR cells, Fluo-8 calcium fluorescence; normalized: DMSO 0%, oxytocin 100%;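 active = activation above the mean of all tested compounds plus 3 SD, cutoff set per screening run, cut at about 20% in these data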;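 note: peak over basal fluorescence ratio from a 100 s FLIPR kinetic read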
M1 antag = human CHRM1 antagonism. P11229. CHO-K1 hM1, Fluo-8 calcium fluorescence, ACh EC80 antagonist. inhibition, % at 3 µM. 360,000 compounds, 1.3% hits;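 active = percent inhibition above its own plate's cutoff, namely the mean of that plate's compound wells plus 3 SD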;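 note: peak over basal fluorescence ratio during 140 s after agonist addition; 0% = ACh EC80 plus DMSO and 100% = DMSO alone without agonist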
TAAR1 agonist = human TAAR1 agonism | Q96RJ0 | CHO RD-HGA16 TAAR1, Fluo-8 calcium fluorescence; vehicle wells 0%, saturating PEA agonist 100% | activation, % at 3 µM | 360,000 compounds, 0.99% hits | AID 624467;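 active = activation above the mean activation of all test compounds in the run plus 3 SD, cut at about 38% in these data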
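System: CHO RD-HGA16 cells carrying human TAAR1 plus Gα16; Incubation: 17-24 h seeding, 75 min 37 °C dye, 30 min RT; Measured by: Fluo-8 fluorescence, 5 s baseline then 140 s kinetic read; Control set: DMSO and PEA EC100; Replication: single well for each compound.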
TAAR1 antag = antagonists of human TAAR1; Q96RJ0; CHO RD-HGA16 TAAR1, Fluo-8 calcium fluorescence, antagonist; inhibition, % at 3 µM; 360,000 compounds, 1.5% hits; AID 624466;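 active = inhibition above a per-plate cutoff, the mean inhibition of test compounds on that plate plus 3 SD, cut at about 49% in these data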;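 note: 0% = DMSO plus EC80 beta-PEA response and 100% = DMSO alone without agonist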
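Test system: CHO RD-HGA16 cells bearing hTAAR1 | Reagent: β-PEA, EC80 | Compound dosing: 3 µM, single point | Schedule: Dye loading 75 min at 37 °C, then 30 min room temperature | Signal: Calcium fluorescence with Fluo-8 | Evaluation: Percent inhibition of PEA-evoked calcium signal, max/basal emission ratio | Control set: DMSO-only wells and EC80 β-PEA-stimulated wells | Repeats: Singlicate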
OXTR potentiate = potentiates the human oxytocin receptor response; P30559; CHO-OTR cells, Fluo-8 calcium fluorescence, potentiator mode; 0% = oxytocin EC15, 100% = EC100; activation, % at 3 µM; 320,000 compounds, 0.061% hits; AID 2445;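 active = activation above that plate's cutoff, the mean activation of tested compounds plus 3 SD, cut at about 6.6% in these data, passing the limit was not always enough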;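 note: 100% uses oxytocin at 75 nM as the full agonist control; some results filed as inactive read as strong as hits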
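System: human OTR in CHO cells; Also added: sub-maximal oxytocin, roughly EC15; Timing: compound 6 min at room temperature before oxytocin, 100 s read; Technique: Fluo-8 intracellular calcium fluorescence, ex 470-495, em 515-575 nm; Controls: oxytocin EC15 low and EC100 high; Replication: singlicate.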
CHO parental Ca = counter-screen for OX1R antagonists: effect in parental CHO cells; parental CHO-K1, ATP-induced calcium, Fluo-8 fluorescence; inhibition, % at 5.6 µM; 330,000 compounds, 0.63% hits; AID 463079;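 active = inhibition above that plate's mean sample inhibition plus 3 SD, cut at about 26% in these data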;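 note: 0% = ATP-challenged DMSO wells and 100% = DMSO wells without ATP; some compounds past the cut are filed as inactive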
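Test system: parental CHO cells; detection: calcium-sensitive Fluo-8 fluorescence; evaluation: percent inhibition of calcium signal; also added: ATP as calcium-mobilizing challenge; repeats: one well per compound; control set: ATP-challenged DMSO wells low, unchallenged DMSO wells high; compound: single nominal dose of 5.6 µM per compound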
Numbers without * were called inactive.

`COc1ccc(C(=O)C2CCCN(Cc3ccc(C#CCCO)cc3)C2)c(OC)c1` (configuration not stated) gave V1R ag counter 0.6, M1 ag -6.0, CHRM1 PAM -7.0, OXTR ag 1.4, M1 antag 14.8, TAAR1 agonist 5.1, TAAR1 antag -5.7, OXTR potentiate -6.6 and CHO parental Ca -27.5.
For CC(NC(=O)Nc1cccc(F)c1)c1ccc2c(c1)OCO2 (configuration not stated) the results were V1R ag counter 4.2, M1 ag -2.6, CHRM1 PAM 5.6, OXTR ag 0.6, M1 antag -8.9, TAAR1 agonist 9.0, TAAR1 antag -13.4, OXTR potentiate -7.5 and CHO parental Ca 4.3.
Screening COc1ccc(OCCNC(=O)c2ccccc2OCC(=O)Nc2ccc(NC(C)=O)cc2)cc1 returned V1R ag counter 0.2, M1 ag -2.1, CHRM1 PAM -7.9, OXTR ag 0.4, M1 antag 7.5, TAAR1 agonist 9.8, TAAR1 antag 18.7, OXTR potentiate 4.2 and CHO parental Ca -7.6.
CC(C)CCNC(=O)COC(=O)c1ccc(Br)o1 was read as V1R ag counter 0.7, M1 ag -4.7, CHRM1 PAM 9.7, OXTR ag 0.1, M1 antag -13.1, TAAR1 agonist 0.2, TAAR1 antag -1.5, OXTR potentiate -3.7 and CHO parental Ca -8.3.
For Cc1c(C(=O)C(=O)NCCCn2ccnc2)c2ccccc2n1C the results were V1R ag counter 0.0, M1 ag -5.6, CHRM1 PAM 1.4, OXTR ag -0.2, M1 antag -0.6, TAAR1 agonist 0.6, TAAR1 antag -2.0, OXTR potentiate -13.9 and CHO parental Ca -6.7.
For CCCN1C(=O)c2ccccc2NC1c1ccc(OC)cc1OC (configuration not stated) the results were V1R ag counter 1.0, M1 ag -5.5, CHRM1 PAM 1.2, OXTR ag -1.0, M1 antag -22.7, TAAR1 agonist 2.0, TAAR1 antag -9.5, OXTR potentiate 0.4 and CHO parental Ca -13.1.
For CSCC[C@H](NC(=O)CCNC(C)=O)c1nc2ccccc2[nH]1 the results were V1R ag counter 0.3, M1 ag -1.5, CHRM1 PAM -7.6, OXTR ag 0.5, M1 antag 13.1, TAAR1 agonist 2.1, TAAR1 antag -7.8, OXTR potentiate -4.1 and CHO parental Ca -17.2.
Screening CCCC(=O)N1CCN(c2ccc(NC(=O)c3ccco3)cc2)CC1 returned V1R ag counter -0.1, M1 ag -0.3, CHRM1 PAM 8.2, OXTR ag -0.7, M1 antag -8.3, TAAR1 agonist 6.5, TAAR1 antag 7.2, OXTR potentiate -10.6 and CHO parental Ca -3.1.
Screening COCC(=O)N1C[C@H]2CON(C)[C@H]2C[C@H]1c1cccc(-c2ccccc2)c1 returned M1 ag -3.0, CHRM1 PAM 2.1, M1 antag -6.4, TAAR1 agonist 0.9 and TAAR1 antag -18.5.
`CC(C)NC(=O)c1cc2c(=O)n3ccccc3nc2s1` gave V1R ag counter 0.4, M1 ag -3.6, CHRM1 PAM 5.8, OXTR ag 1.7, M1 antag -8.5, TAAR1 agonist 3.1, TAAR1 antag -15.4, OXTR potentiate -2.6 and CHO parental Ca -5.9.
For CCc1ccc(S(=O)(=O)NCc2cn3c(C)csc3n2)s1 the results were V1R ag counter 2.2, M1 ag -5.2, CHRM1 PAM -0.3, OXTR ag 2.2, M1 antag -10.7, TAAR1 agonist 0.7, TAAR1 antag 0.5, OXTR potentiate -3.2 and CHO parental Ca -3.9.
For NC(=O)CC(NC(=O)Cc1ccc(Br)cc1)c1ccc(NCCOc2ccccc2)c([N+](=O)[O-])c1 (configuration not stated) the results were V1R ag counter 1.2, M1 ag -1.1, CHRM1 PAM 0.8, OXTR ag 0.3, M1 antag 2.7, TAAR1 agonist 0.6, TAAR1 antag 0.6, OXTR potentiate -2.4 and CHO parental Ca 2.4.
Screening CCOC(=O)C1CCCN1C(=O)C1(NC(C)=O)CCCC1 (configuration not stated) returned M1 ag -1.4, CHRM1 PAM -4.8, M1 antag 5.8, TAAR1 agonist 0.5 and TAAR1 antag -1.4.
Cc1ccccc1CN1C[C@@H]2C[C@@H](c3cn[nH]c3-c3ccccc3)N3CCC[C@@]23C1=O was read as V1R ag counter 2.4, M1 ag -8.6, CHRM1 PAM 10.0, OXTR ag 0.6, M1 antag 1.3, TAAR1 agonist 11.8, TAAR1 antag 12.5, OXTR potentiate -1.1 and CHO parental Ca -29.1.
Screening Cc1cccc(C)c1NC(=O)COC(=O)C1C2CC3OC(=O)C1C3C2 (configuration not stated) returned V1R ag counter -0.5, M1 ag -1.5, CHRM1 PAM 4.7, OXTR ag 0.1, M1 antag -1.5, TAAR1 agonist -2.4, TAAR1 antag -0.5, OXTR potentiate 0.3 and CHO parental Ca 1.7.
Screening OC(C1=CC(=Cc2ccncc2)c2ccccc21)c1ccncc1 (configuration not stated) returned M1 ag 2.2, CHRM1 PAM -8.7, M1 antag 9.9, TAAR1 agonist 4.0 and TAAR1 antag 6.4.
`CC(=O)c1ccc(NC(=O)C[n+]2ccccc2)cc1` gave V1R ag counter 0.7, M1 ag -10.7, CHRM1 PAM -3.1, OXTR ag -0.2, M1 antag 4.5, TAAR1 agonist 1.1, TAAR1 antag 7.2, OXTR potentiate -5.5 and CHO parental Ca 2.0.
Screening O=C(O)COc1ccc(C(=O)c2ccccc2)cc1 returned V1R ag counter 0.1, M1 ag -2.6, CHRM1 PAM 4.9, OXTR ag 0.8, M1 antag -3.0, TAAR1 agonist -0.2, TAAR1 antag -7.1, OXTR potentiate 0.7 and CHO parental Ca -0.6.
For CCOC(=O)C1=NN(C(=O)COc2ccccc2)C(O)(c2ccc(Br)cc2)C1 (configuration not stated) the results were V1R ag counter 0.5, M1 ag -4.8, CHRM1 PAM -0.6, OXTR ag -0.8, M1 antag 0.3, TAAR1 agonist 1.5, TAAR1 antag 6.4, OXTR potentiate -0.5 and CHO parental Ca -24.9.
`COCCCNc1nnc(Cc2ccccc2)c2ccccc12` gave V1R ag counter 0.7, M1 ag -6.7, CHRM1 PAM -5.5, OXTR ag -1.1, M1 antag 1.1, TAAR1 agonist 13.3, TAAR1 antag 11.9, OXTR potentiate -3.6 and CHO parental Ca -10.7.
Screening COc1ccccc1NC(=O)c1ccc(Cl)c(S(=O)(=O)NCc2ccco2)c1 returned V1R ag counter 0.3, M1 ag -2.2, CHRM1 PAM 2.6, OXTR ag -1.9, M1 antag 4.2, TAAR1 agonist -0.1, TAAR1 antag -13.8, OXTR potentiate 0.2 and CHO parental Ca -15.3.
Cc1cc(C)n(CCC(=O)Nc2ccc3c(c2)OCCO3)n1 was read as V1R ag counter 0.6, M1 ag -1.4, CHRM1 PAM 10.5, OXTR ag 0.5, M1 antag -8.1, TAAR1 agonist 2.9, TAAR1 antag -22.9, OXTR potentiate -3.7 and CHO parental Ca -5.6.
Screening COc1ccc(C2CC(=O)c3sc(N)nc3C2)cc1 (configuration not stated) returned V1R ag counter 0.9, M1 ag -2.9, CHRM1 PAM -0.8, OXTR ag 2.8, M1 antag -7.8, TAAR1 agonist 8.9, TAAR1 antag -7.7, OXTR potentiate -6.5 and CHO parental Ca 16.1.
Cc1ccc(C(=O)CN(CCC(=O)O)C(=O)c2ccncc2)cc1 was read as V1R ag counter 0.2, M1 ag -2.2, CHRM1 PAM 10.7, OXTR ag -0.6, M1 antag -10.9, TAAR1 agonist 6.0, TAAR1 antag 1.2, OXTR potentiate -8.6 and CHO parental Ca -9.3.
`COc1cccc(C(=O)CC(=O)C(=O)Nc2ccc(C)cc2Cl)c1` gave V1R ag counter 0.9, M1 ag -3.7, CHRM1 PAM 7.8, OXTR ag 0.8, M1 antag -10.0, TAAR1 agonist 10.0, TAAR1 antag -4.4, OXTR potentiate -8.0 and CHO parental Ca -26.7.
COc1cc(/C=N/NC(=O)c2cccc(C(=O)N/N=C/c3ccc(O)c(OC)c3)n2)ccc1O was read as M1 ag -2.0, CHRM1 PAM 1.9, M1 antag -6.8, TAAR1 agonist -0.9 and TAAR1 antag -7.2.
`CC(=O)Nc1ccc(C(=O)N/C(=C/c2ccccc2)C(=O)NCc2ccco2)cc1` gave V1R ag counter -0.5, M1 ag -4.0, CHRM1 PAM 8.2, OXTR ag 0.6, M1 antag -1.8, TAAR1 agonist -0.5, TAAR1 antag -13.7, OXTR potentiate 0.4 and CHO parental Ca 3.9.
CC(=O)c1ccc[n+](CC(=O)NC(C)c2ccccc2)c1 (configuration not stated) was read as V1R ag counter 0.5, M1 ag -8.1, CHRM1 PAM 1.6, OXTR ag 3.0, M1 antag -15.4, TAAR1 agonist 3.4, TAAR1 antag -1.6, OXTR potentiate -8.4 and CHO parental Ca -3.5.
For CCc1noc(C)c1C(=O)NCCc1ccc(S(N)(=O)=O)cc1 the results were V1R ag counter 0.0, M1 ag -3.5, CHRM1 PAM 5.2, OXTR ag 1.5, M1 antag -7.3, TAAR1 agonist 1.6, TAAR1 antag -23.9, OXTR potentiate -0.9 and CHO parental Ca -1.4.
Screening CC1CN(C(=O)COC(=O)c2cc(S(N)(=O)=O)c(Cl)cc2Cl)CC(C)O1 (configuration not stated) returned V1R ag counter -0.4, M1 ag -4.0, CHRM1 PAM -3.0, OXTR ag 0.5, M1 antag 5.0, TAAR1 agonist 4.9, TAAR1 antag -1.5, OXTR potentiate -8.2 and CHO parental Ca -13.8.
O=C1c2ccccc2C(=O)N1Cc1cc(-c2ccccc2)no1 was read as V1R ag counter 1.2, M1 ag -3.7, CHRM1 PAM 9.5, OXTR ag -0.6, M1 antag -5.8, TAAR1 agonist 4.5, TAAR1 antag -4.8, OXTR potentiate -1.5 and CHO parental Ca -1.9.

2 records picked at random from those above:
Screening COc1ccc(C2CC(=O)c3sc(N)nc3C2)cc1 (configuration not stated) returned V1R ag counter 0.9, M1 ag -2.9, CHRM1 PAM -0.8, OXTR ag 2.8, M1 antag -7.8, TAAR1 agonist 8.9, TAAR1 antag -7.7, OXTR potentiate -6.5 and CHO parental Ca 16.1.
COc1cc(/C=N/NC(=O)c2cccc(C(=O)N/N=C/c3ccc(O)c(OC)c3)n2)ccc1O was read as M1 ag -2.0, CHRM1 PAM 1.9, M1 antag -6.8, TAAR1 agonist -0.9 and TAAR1 antag -7.2.
